ABHD5 PLIN5 PPI = ABHD5-PLIN5 protein interaction inhibition | inhibition, % at 4 µM | hit rate 0.78% among 360,000 | Split G. princeps luciferase complementation, luminescence, 4 h | Q00G26+Q8WTS1;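 active means inhibition above the mean inhibition across every tested compound plus 3 SD, cut at about 22% in these data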;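 further: 0% = DMSO only wells and the 100% control is not disclosed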
NR5A2 inv ag = NR5A2 inverse agonism in reporter assay. O00482. HEK293T StAR-luciferase reporter, LRH-1 transfected, 24 h. inhibition, % at 3.6 µM. hit rate 0.13% among 360,000. AID 602396;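 active means inhibition above the mean inhibition of all tested compounds plus 3 SD, cut at about 73% in these data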;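 further: 0% = DMSO wells and 100% = reporter-only cells lacking LRH-1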
Target sequence (O00482 whole entry, looked up): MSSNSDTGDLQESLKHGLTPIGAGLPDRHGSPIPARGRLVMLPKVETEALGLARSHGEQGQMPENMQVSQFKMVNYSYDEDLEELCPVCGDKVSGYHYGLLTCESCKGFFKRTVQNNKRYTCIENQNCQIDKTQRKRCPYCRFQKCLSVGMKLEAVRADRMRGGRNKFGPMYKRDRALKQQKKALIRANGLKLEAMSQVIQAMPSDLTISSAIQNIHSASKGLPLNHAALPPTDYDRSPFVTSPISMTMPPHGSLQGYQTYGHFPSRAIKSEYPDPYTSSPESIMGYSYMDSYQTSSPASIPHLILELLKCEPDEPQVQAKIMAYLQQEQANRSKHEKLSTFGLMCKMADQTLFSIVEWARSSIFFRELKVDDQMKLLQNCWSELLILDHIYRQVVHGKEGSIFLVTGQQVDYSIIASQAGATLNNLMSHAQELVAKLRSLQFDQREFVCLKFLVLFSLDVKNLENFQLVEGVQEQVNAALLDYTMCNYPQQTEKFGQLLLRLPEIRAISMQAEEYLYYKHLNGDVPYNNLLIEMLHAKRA
EBV LMP1 NFkB = Epstein-Barr LMP1 NF-kappaB reporter inhibition. AID 504558. hit rate 0.69% among 350,000. inhibition, % at 12.5 µM. LMP1-induced NF-kappaB luciferase reporter cells, luminescence; in the data active means inhibition above about 41%;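 further: 0% = neutral control wells and 100% = reference inhibitor control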
NCOA2 inhibitor = inhibits human steroid receptor coactivator 2; HEK293 GAL4-SRC2 luciferase reporter, luminescence; inhibition, % at 9 µM; hit rate 0.17% among 370,000;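 active means inhibition above the mean inhibition of all tested compounds plus 3 SD, set per campaign, cut at about 52% in these data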;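 further: 0% = DMSO treated cells and 100% = cells given Gossypol at 36 µM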
TLR9-MyD88 inh = TLR9-MyD88 interaction inhibition; hit rate 0.21% among 340,000; AID 504734; inhibition, % at 4.98 µM; Q9NR96+Q99836; CHO BLA complementation TLR9-MyD88, CCF4 FRET ratio;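 active means inhibition above the mean over all tested compounds plus 3 SD, cut at about 21% in these data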;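 further: 0% = DMSO only wells and 100% = clavulanate BLA inhibitor control wells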
MC4R antagonist = blocks human MC4R cAMP signaling; MC4R-expressing cells, MTII-stimulated cAMP, LANCE TR-FRET; inhibition, % at 6.5 µM; hit rate 0.48% among 360,000; AID 540295;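 active means inhibition above its plate's cutoff, the mean of tested wells on that plate plus 3 SD, cut at about 29% in these data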;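 further: 0% = Melanotan II alone and 100% = Melanotan II plus saturating MCL0020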
Target sequence (P32245 whole entry, looked up): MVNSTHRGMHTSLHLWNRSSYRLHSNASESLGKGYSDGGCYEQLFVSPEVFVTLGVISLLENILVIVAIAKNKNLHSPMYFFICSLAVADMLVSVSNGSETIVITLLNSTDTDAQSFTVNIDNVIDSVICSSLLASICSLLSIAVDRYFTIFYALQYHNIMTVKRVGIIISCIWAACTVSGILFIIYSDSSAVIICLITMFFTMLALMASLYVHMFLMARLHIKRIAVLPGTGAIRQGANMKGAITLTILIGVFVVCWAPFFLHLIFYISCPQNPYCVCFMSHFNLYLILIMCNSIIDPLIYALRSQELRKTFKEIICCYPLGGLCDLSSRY
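System: U2OS cells stably expressing human melanocortin 4 receptor (MC4R). Reagent: Melanotan II challenge after compound preincubation. Doses: 6.5 µM. Times: 30-min compound, 1-h challenge, 1-h detection, room temperature. Measured by: TR-FRET with Eu-cAMP and labeled anti-cAMP, 671 nm. Replicates: singlicate.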
NCOA1 inh = inhibits human SRC1 coactivator; hit rate 0.12% among 360,000; HEK293 GAL4-SRC1 luciferase reporter, luminescence; AID 588354; inhibition, % at 3.6 µM;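 active means inhibition above the campaign mean plus 3 SD, with each screening campaign given its own cutoff, cut at about 60% in these data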;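 further: 0% = DMSO treated cells and 100% = gossypol at 36 µM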
NCOA3 inh = inhibitors of human steroid receptor coactivator 3 (SRC3); hit rate 0.17% among 360,000; Q9Y6Q9; inhibition, % at 3.6 µM; HEK293 GAL4-SRC3 luciferase reporter, luminescence;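 active means inhibition above a per-campaign cutoff, the mean of all compounds plus 3 SD, cut at about 60% in these data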;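 further: 0% = DMSO-treated cells and 100% = gossypol-treated cells at 36 µM; higher means less SRC3-driven luciferase light from the GAL4 reporter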
NR2F2 inh = inhibitors of human COUP-TFII (NR2F2). P24468. AID 686940. hit rate 0.7% among 370,000. HEK293T NGFI-A luciferase reporter, luminescence. inhibition, % at 8.6 µM;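 active means inhibition above a per-plate cutoff, mean inhibition of test wells between control levels plus 3 SD, cut at about 38% in these data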;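 further: cells cotransfected with COUP-TFII expression vector driving the NGFI-A reporter; 0% = median of COUP-TF2 test wells and 100% = reporter-only cells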
MC4R barr agon = activates human MC4R beta-arrestin recruitment | P32245 | hit rate 0.98% among 360,000 | U2OS MC4R beta-arrestin complementation, luminescence; percent of melanotan II response, DMSO zero | AID 540308 | activation, % at 8.9 µM;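 active means activation above a per-plate cutoff, the mean activation of sample wells on that plate plus 3 SD, cut at about 8% in these data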
NOD2-RIPK2 inh = inhibitors of human NOD2-RIPK2 interaction; hit rate 0.38% among 360,000; O43353; inhibition, % at 4.98 µM; CHO BLA complementation NOD2-RIPK2, CCF4 ratio; in the data active means inhibition above about 21%;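 further: 0% = vehicle only and 100% = reference blocker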
Active calls of the source: *; . = not tested or not shown. The list is partial, so the mix of outcomes need not match the whole.

SMILES	ABHD5 PLIN5 PPI	NR5A2 inv ag	EBV LMP1 NFkB	NCOA2 inhibitor	TLR9-MyD88 inh	MC4R antagonist	NCOA1 inh	NCOA3 inh	NR2F2 inh	MC4R barr agon	NOD2-RIPK2 inh
COc1ccc(C(=O)OC(C)C(=O)NC2CCCc3ccccc32)cc1OC (configuration not stated)	0	21	-1	-26	-8	2	-2	7	2	-1.9	-6
CC(C)Cn1c(-c2ccccc2F)n[nH]c1=S	7	18	9	-10	0	6	5	6	3	-2.0	-3
Cc1cccnc1NC(=O)Nc1ccc(Cl)cc1	1	-63	-41	-48	-2	-3	-40	-71	19	1.4	0
Cc1ccccc1CN(c1ccc(C(=O)NCC2CCCO2)cc1)S(C)(=O)=O (configuration not stated)	8	2	0	0	-8	14	-8	3	-4	-2.3	0
COc1cc([N+](=O)[O-])ccc1NC(=O)CSc1nnc(C)c(C)n1	0	9	4	13	-6	15	11	15	14	-0.7	-10
CCOC(=O)C(=Cc1ccc(-n2cncn2)cc1)C(=O)OCC	43*	0	11	40	-10	23	19	31	26	-0.5	7
NC(=O)C(c1ccccc1)C1CCCCC1 (configuration not stated)	5	26	6	-2	-6	3	-3	17	23	0.3	-4
O=C(CCc1nnc(-c2ccsc2)o1)N1CCc2c(Cl)cccc2C1	2	-48	-23	-23	11	11	-31	-36	-74	-2.8	4
O=C(O)CN1C(=O)S/C(=C\c2cccnc2)C1=O	-14	-12	-3	17	8	-2	-15	-2	-28	1.1	-6
O=C(COC(=O)C1=NN(c2ccccc2)C(=O)CC1)Nc1nc(-c2ccc(F)cc2)cs1	2	-43	-10	-24	-14	3	-40	-23	-34	0.5	-14
COC(=O)CSc1nc(N)c2c3c(sc2n1)CCCC3	3	-10	-5	-29	3	5	-6	-21	-16	-1.1	-2
CC(O)C(NS(=O)(=O)c1ccc2ccccc2c1)C(=O)OCC(=O)Nc1ccccc1OC(F)F (configuration not stated)	-1	0	-9	23	-4	-2	-1	0	13	-1.9	-11

Marked active in ABHD5 PLIN5 PPI (from the list above):
SMILES	ABHD5 PLIN5 PPI	NR5A2 inv ag	EBV LMP1 NFkB	NCOA2 inhibitor	TLR9-MyD88 inh	MC4R antagonist	NCOA1 inh	NCOA3 inh	NR2F2 inh	MC4R barr agon	NOD2-RIPK2 inh
CCOC(=O)C(=Cc1ccc(-n2cncn2)cc1)C(=O)OCC	43*	0	11	40	-10	23	19	31	26	-0.5	7

(further entries)
SMILES	ABHD5 PLIN5 PPI	NR5A2 inv ag	EBV LMP1 NFkB	NCOA2 inhibitor	TLR9-MyD88 inh	MC4R antagonist	NCOA1 inh	NCOA3 inh	NR2F2 inh	MC4R barr agon	NOD2-RIPK2 inh
COc1ccc(NC(=O)c2ccc3c(c2)C(=O)N(CC2CCCO2)C3=O)cc1 (configuration not stated)	-1	10	-1	-33	9	0	-36	-14	5	-0.1	-11
CC1(C)CC[C@]2(C(=O)O)CC[C@]3(C)C(=CCC4[C@]56CC[C@@](O)(OC5)C(C)(C)C6CC[C@]43C)C2C1 (some centres not stated)	4	-13	.	-15	.	2	-3	4	1	3.5	-9
Cc1cnc(N=Nc2ccccc2)[nH]1	3	-11	7	-40	-4	-10	-15	-41	-34	-1.4	-3
COc1ccc(OC)c(S(=O)(=O)Nc2cccc(F)c2)c1	6	-1	-6	9	2	-1	1	2	-1	0.6	14
COC(=O)C(Cc1ccc(OC(=O)c2ccccc2C)cc1)N1Cc2ccccc2C1=O (configuration not stated)	0	-32	-1	-32	7	8	-27	-26	-17	-0.9	-6
CC1CCN(CCCNC(=O)C2CCC(CNS(=O)(=O)c3ccccc3)CC2)CC1 (configuration not stated)	-5	9	13	6	-2	13	6	4	-19	1.1	2
COc1ccccc1-c1nc2ccccc2c(=O)n1O	-1	-13	-5	14	12	5	-1	-9	-12	0.0	3
CC1=CC(=O)C(C(C)C)=CC1=NC(=O)c1ccc(C)cc1	-3	16	16	9	9	51*	-5	-27	-1	0.5	-13
Cc1c(C(=O)Nc2ccccc2F)sc2ncn(CC(=O)N3CCOCC3)c(=O)c12	5	-11	-3	-21	-5	8	11	2	18	0.0	-5
COc1ccc(OCc2cc(C(=O)N3CCC(c4ccccc4)CC3)no2)c(Cl)c1	-2	-76	-41	-92	-1	-7	-17	-44	-33	0.9	0
O=C(NCCCN1CCOCC1)c1ccc(Sc2ccc(F)cc2)c([N+](=O)[O-])c1	8	-3	-2	4	-3	-5	5	14	22	-1.1	2
CC(=O)NC(Cc1ccc(C)cc1)C(=O)NC1CCN(C(=O)NCc2ccccc2)CC1 (configuration not stated)	-2	2	-5	8	-11	4	2	-17	12	-2.4	2
CCC1CN(C(=O)N2CCC(C(=O)NCc3cccc(OC)c3OC)CC2)c2cc(C)ccc2O1 (configuration not stated)	-3	5	1	-5	-6	4	17	-12	-9	-2.1	5
COCC(=O)Nc1ccccc1NC(C)=O	-8	-5	17	-35	6	2	-3	1	18	-1.2	7
O=C(O)/C=C\C(=O)Nc1ccccc1N1CCN(c2ccccc2)CC1	-2	0	-6	-18	3	6	-25	3	-4	-0.3	-13
COC(=O)c1nccnc1C(=O)Nc1ccccc1N1CCOCC1	0	6	0	20	-6	13	-7	9	0	-1.4	-7
Cc1cc(S(=O)(=O)NCCN2CCOCC2)ccc1Cl	-3	7	.	8	6	-3	11	-28	11	-2.1	-1
COc1ccc(CN(C)C(=O)c2cccc(S(=O)(=O)N3CCN(c4ccccc4)CC3)c2)c(OC)c1OC	12	13	18	5	-1	6	13	14	41*	-1.3	-2
Cc1cccc(NC(=S)NNC(=O)c2ccccc2OC(F)F)c1	-2	-5	-4	-13	4	-3	-13	-18	4	-0.2	1
COCCCn1cc(CN2CC(N3CCN(C)CC3)CS2(=O)=O)nn1 (configuration not stated)	3	6	.	2	.	.	.	.	14	.	-6
COc1ccccc1N(C)S(=O)(=O)c1ccc(C(=O)OCC(=O)Nc2ccc(C(N)=O)cc2)cc1	0	-1	8	5	7	0	7	7	-27	-5.8	-11
O=C(Nc1ccc(Cl)c(Cl)c1)Nc1ccccn1	1	-66	-26	-25	10	5	-62	-74	-10	4.3	2
Oc1ccc2ccccc2c1CN1CCN(C/C=C/c2ccccc2)CC1	5	-2	2	2	0	3	-10	-2	-6	2.6	6
C[C@]12c3[nH]c4ccc(Cl)cc4c3CCN1C(=O)[C@@H](CC(=O)NCc1cccc(C(F)(F)F)c1)C[C@@H]2C(=O)N1CCCCC1	1	6	5	-5	-1	1	5	-4	-1	-0.1	-2
CCOc1cc(N2CCOCC2)c(OCC)cc1NC(=O)C(C)C	-2	4	4	24	1	8	-21	10	-9	-1.2	-9
O=C(NCC(=O)N(c1ccc(F)cc1)C(C(=O)NC1CCCC1)c1ccncc1)c1ccco1 (configuration not stated)	6	-7	-5	-7	-8	1	12	0	-1	-0.4	-8
Cn1c(N)c(C(=O)c2ccccc2)c(=O)n(C)c1=O	14	13	-7	-18	-8	0	-58	11	11	-0.3	-10
CC(C)(C)C(=O)Nc1ccc(C(=O)N/N=C/C2CC3C=CC2C3)cc1 (configuration not stated)	-3	3	7	17	11	3	-13	8	-7	2.1	-22
CCCC(=O)Nc1nnc(S(=O)(=O)N(CC)c2ccc(OC)cc2)s1	1	-1	-7	-46	-11	27	-13	-2	1	0.9	-6
CCCCOc1ccc(C(=O)Nc2ccc(S(=O)(=O)Nc3onc(C)c3C)cc2)cc1	0	-16	11	12	-2	11	-8	8	5	0.6	-9
CC(Sc1nnnn1-c1ccccc1)C(=O)Nc1ccccc1-c1ccccc1 (configuration not stated)	2	9	10	0	-3	7	-3	-12	9	-0.9	2
C=CCc1ccc(OCCCOc2ccc(C)cc2OC)c(OC)c1	-5	7	5	-7	7	-1	7	-6	-14	1.6	-4
COC(=O)N/N=C/c1cc([N+](=O)[O-])cc(Br)c1O	-5	4	-1	-8	5	4	1	3	4	-2.1	9
CCOC(=O)C1=C(C)N(c2ccc(OCC)cc2)C(=O)/C1=C\c1ccco1	-1	-7	-3	-6	2	16	-26	-4	15	-1.3	4
O=C(Nc1ccccc1-c1ccccc1)C12CC3CC(CC(C3)C1)C2	-5	-29	-15	-18	1	15	0	2	-6	1.3	-9
COCCN(C(=O)CSc1nnc(-c2ccccc2F)o1)c1c(N)n(Cc2ccccc2)c(=O)[nH]c1=O	-7	2	6	5	0	14	-4	-7	4	-2.0	2
Cc1c(C(=O)OCc2nc3ccsc3c(=O)[nH]2)oc2ccccc12	5	11	0	-11	0	0	-11	-5	-15	-4.4	-1
COc1ccc(S(=O)(=O)NC(C)C(=O)NCCN2CCOCC2)cc1Cl (configuration not stated)	4	-4	-2	-4	-8	4	-2	-8	3	-1.9	3
CC(C)(C)c1ccc(OCCC(=O)Nc2ccc(N3CCOCC3)cc2N2CCOCC2)cc1	-6	-7	5	3	4	9	13	17	-8	8.6*	5
CCc1nc2ccc(C(=O)N3CCN(S(=O)(=O)CC)CC3)cn2c1N(CC)CCOC	4	13	.	9	.	1	18	-4	-18	-0.1	-2
COc1ccc(S(=O)(=O)N2CCC(C(=O)Nc3nnc(C)s3)CC2)cc1OC	3	8	8	-2	-7	-3	4	5	-2	0.5	-7
Cc1cc(F)cc(-c2cc(C(=O)NCc3ccccn3)[nH]n2)c1	-1	-38	.	-16	.	5	1	15	-9	0.2	-14
CCOC(=O)C1(CCSC)NC(c2ccco2)C2C(=O)N(C)C(=O)C21 (configuration not stated)	-6	0	-6	-3	-7	-2	-6	14	-11	-1.9	-2
COc1ccc(OCCn2cnc3ccccc32)cc1	0	-28	-9	-8	-4	8	-66	-27	-5	0.3	1
CC1CCN(c2ccc(NC(=O)c3cccnc3Cl)cc2)CC1	-1	-26	-4	-27	-5	9	-71	-30	-11	-1.3	-10
Cc1ccc(N(CC(=O)N2CCOCC2)S(C)(=O)=O)cc1C	3	-4	0	-6	0	-2	-7	20	19	0.9	3
CC(C)C[C@H]1CNC(=S)N1C[C@H]1CCCN1C[C@H](Cc1ccc(O)cc1)N1C[C@H](CC(C)C)N(CCc2ccccc2)C1=S	23*	3	.	-9	.	.	10	14	15	.	-7
CC1CC1C(=O)Nc1nc(-c2ccccn2)cs1 (configuration not stated)	-7	-24	12	-65	0	-2	-39	-12	-15	-2.6	-14
Nc1nc2sc3c(c2c(=O)s1)CCCC3	-16	-34	-8	-40	-6	-20	-37	-30	-29	1.3	6
C/C(=N\NC(=O)COc1ccc(C#N)cc1)c1ccc(N2CCOCC2)cc1	4	3	10	-32	-1	2	-13	-9	1	-0.8	-5
C#CC1(O)CC(C)N(C)C(C)C1 (configuration not stated)	0	-5	5	-39	2	-1	-1	0	-6	0.2	3
C(=N\Nc1nc(N2CCOCC2)nc(N2CCOCC2)n1)/c1ccncc1	0	10	-5	-30	0	5	7	13	-9	-0.4	-8

Source: PubChem BioAssay
